HSP90 refold inh – inhibitors of HSP90 luciferase refolding in rabbit reticulocyte lysate. 290,000 tested, 0.91% active. luciferase refolding luminescence, 3 h. AID 1789. inhibition, % at 5.6 µM;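 active = inhibition above the screen-wide mean plus 3 SD, computed separately per campaign, cut at about 16% in these data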;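 note: 0% = DMSO wells and 100% = 60 µM geldanamycin wells; inhibitors lower the luminescence because luciferase stays unfolded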
HSF1 activator – increases HSF-1 driven luciferase reporter signal; activation, % at 9 µM; AID 504408; 300,000 tested, 1.7% active; NIH3T3-HGL HSF-1 luciferase reporter, MG132, 8 h; 100% = twice DMSO control signal;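 active = mean replicate activation of at least 50% with a set share of replicates each reaching 50%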;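 note: 0% = median of the neutral control wells and 100% = twice that signal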
Platelet DG rel – platelet dense granule release activity; inhibition, %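 (compounds screened at 7.5 µM in platelet-rich plasma)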; 300,000 tested, 0.22% active; human platelet-rich plasma, SFLLRN dense granule ATP release, luminescence; AID 1663;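 active = mean replicate score, as percent of positive control, at or above 50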
aSyn UTR inh – MLPCN primary screen, SNCA 5' untranslated region; alpha-synuclein 5'UTR reporter, inhibitor activity; inhibition, % (tested at 7.5 µM); 300,000 tested, 0.82% active; AID 1813; in the data active = inhibition above about 60%;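 note: H4 neuroglioblastoma cells stably carrying SNCA 5'UTR luciferase fusion; 0% = DMSO wells and 100% = positive control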
IEC-6 cytotox – IEC-6 cytotoxicity, counter-screen for KLF5 inhibitors | luminescence viability | inhibition, % at 5 µM | 290,000 tested, 0.78% active | AID 1825; in the data active = inhibition above about 22%;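 note: 0% = plate median of test compound wells and 100% = cytotoxic reference compound wells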
HIF activator – HIF pathway transcriptional activation; activation, % at 7.5 µM (by protocol); U2OS HRE-luciferase reporter, luminescence; normalized: DMSO 0%, desferrioxamine 100%; 300,000 tested, 0.32% active; AID 1910;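 active = mean activation of at least 10% of the iron chelator positive control signal, with at least half of replicates also reaching 10%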
HSF1 inhib – HSF1 inhibition; NIH3T3-HGL HSE-luciferase, MG132-induced, luminescence 8 h; stronger effect = lower value; 300,000 tested, 0.77% active; AID 2098; activity change, negative = inhibition, % at 7.5 µM (by protocol);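 active = more than half of replicate wells show activity change below -50%, luminescence cut by over half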;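 note: luciferase reports HSF-1 transcriptional activity via heat shock element; 0% = median of DMSO wells and -100% = zero luminescence signal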
KLF5 inh – inhibitors of KLF5 expression; DLD-1 KLF5 promoter-luciferase reporter, luminescence; inhibition, % at 5 µM; 290,000 tested, 0.23% active;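 active = inhibition above a per-plate limit of that plate's mean compound inhibition plus 3 SD, cut at about 60% in these data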;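 note: 0% = DMSO wells and 100% = LY294002 at 200 µM; higher means less KLF5 promoter-driven luciferase light; inactives centre near -14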
SKKanGAS inh – SKKanGAS growth inhibition | S. pyogenes SKKanGAS, kanamycin growth, BacTiter-Glo, 6 h | inhibition, % at 7.5 µM | 300,000 tested, 1.3% active | AID 1662;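 active = mean replicate score, as percent of positive control median, at least 50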;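 note: strain carries kanamycin resistance gene driven by streptokinase promoter and grows in 40 µg/ml kanamycin; loss of luminescence reflects streptokinase promoter inhibition or plain growth inhibition; 0% = median of DMSO wells and 100% = positive control at its reference dose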
AI-2 QS modul – modulators of Vibrio harveyi AI-2 quorum sensing system. Vibrio harveyi JMH597 AI-2 luminescence/OD600 ratio, 9 h; stronger effect = lower value; strain lacks LuxN and CqsS sensors; 0 = neutral-control median. activity change, % at 7.5 µM. 300,000 tested, 0.4% active; in the data active = activity change below about -75%, passing the limit was not always enough;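 note: luminescence divided by OD600 gain over 9 h not by final OD600 alone; inactives centre near 13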
Numbers without * were called inactive; · = no result given.

SMILES | HSP90 refold inh | HSF1 activator | Platelet DG rel | aSyn UTR inh | IEC-6 cytotox | HIF activator | HSF1 inhib | KLF5 inh | SKKanGAS inh | AI-2 QS modul
NNC(=O)CN1CCCc2ccccc21 | 25* | -35 | 3 | -55 | -5 | 3.8 | -36 | -8 | -8 | 7
CCc1nnc(NC(=O)CCC(=O)NC2CCCCC2)s1 | 2 | 11 | 0 | 14 | 4 | -0.5 | 2 | 10 | -3 | 6
COc1cc(C(=O)N[C@H](C(=O)Nc2nnc(C3CC3)s2)C(C)C)cc(OC)c1OC | 2 | 12 | -2 | 13 | -5 | 0.0 | 6 | 2 | 2 | 6
COc1ccc(C(=O)NCc2ccc(S(N)(=O)=O)cc2)cc1[N+](=O)[O-] | 3 | 12 | -3 | -2 | 4 | -0.6 | 6 | -25 | 11 | 32
CCOC(=O)c1[nH]c(C=O)c(C(=O)OCC)c1C | -1 | · | -10 | 2 | -4 | 0.6 | · | 42 | 1 | 6
Cc1cc2ncc(-c3ncc(C(F)(F)F)cc3Cl)cn2n1 | 18* | 12 | 7 | 65* | -5 | -2.8 | -5 | -105 | 0 | 11
O=C(NCc1ccccn1)c1cccs1 | 4 | 8 | -9 | -55 | 3 | -0.2 | -3 | -1 | 1 | 35
Cc1cccc(N(CC(=O)NCc2ccco2)C(=O)CNS(=O)(=O)c2ccc(F)cc2)c1 | 4 | 6 | 4 | 0 | 1 | 0.5 | 4 | -6 | 2 | 17
CC(C)NC(=O)C(C)Oc1ccc(S(=O)(=O)NCc2ccc3c(c2)OCO3)cc1 (stereo unspecified) | 0 | -13 | 0 | -29 | -1 | -0.2 | -1 | -22 | 20 | -5
c1ccc(C[n+]2csc3ccccc32)cc1 | 0 | 17 | -6 | -71 | 1 | 2.2 | 6 | 2 | 2 | 32
COCCCn1c(=O)c2ccccc2n(CC(=O)NC2CCCC2)c1=O | -4 | 1 | 8 | 10 | -6 | 0.1 | -6 | 8 | -2 | 32
COc1cccc(N2CCN(C(=O)c3cccc(NC4=NC5CS(=O)(=O)CC5S4)c3)CC2)c1 (stereo unspecified) | -6 | -5 | 12 | 9 | -3 | 0.1 | -3 | -2 | -12 | 7
c1ccc(OCCCCn2cnc3ccccc32)cc1 | 7 | 10 | -1 | -32 | 2 | 0.6 | 8 | -31 | 17 | -10
Cc1nnsc1C(=O)Nc1ccc(S(=O)(=O)N2CCCCC2C)cc1 (stereo unspecified) | 0 | 8 | 0 | 9 | 4 | -0.8 | 1 | -10 | -2 | 15
Cc1nnc(SCc2c(Cl)cccc2Cl)n(N)c1=O | -1 | 12 | 13 | 31 | 0 | 0.3 | -11 | -27 | 14 | 11
CCOC(=O)CN(C(=O)CNC(=O)c1cccs1)C(C(=O)NC1CCCC1)c1cccnc1 (stereo unspecified) | 1 | -17 | -1 | -6 | -5 | -25 | -10 | -32 | -5 | 43
CNC(=O)c1ccc(NC(=O)Nc2ccccc2)cc1 | 0 | 11 | 15 | -71 | 0 | 1.8 | 3 | -38 | 3 | -4
COc1ccccc1NC(=O)C(=O)c1cn(CC(=O)N2CCOCC2)c2ccccc12 | 21* | 16 | 10 | -119 | 7 | 2.8 | 11 | -95 | 0 | 14
Cc1ccc(/C(O)=C2/C(=O)C(=O)N(CCN3CCOCC3)C2c2ccccn2)cc1 (stereo unspecified) | -2 | -11 | 3 | -9 | -8 | 2.2 | -1 | -76 | -2 | 8
COc1ccc(C(C(=O)NCC2CCCO2)N(Cc2cccs2)C(=O)c2snc(C(N)=O)c2N)cc1 (stereo unspecified) | 14 | 8 | -1 | 3 | 4 | 1.6 | 1 | -10 | -3 | 14
O=C(Nc1cc(S(=O)(=O)N2CCCCC2)ccc1Cl)c1ccccc1NS(=O)(=O)c1ccc(F)cc1 | -2 | 21 | 9 | 63* | 6 | -0.3 | 21 | 6 | 42 | 21
Cc1cc(NS(=O)(=O)c2ccc(NC(=S)NC(=O)c3ccc(C(C)(C)C)cc3)cc2)no1 | -3 | 5 | 0 | 6 | -5 | -1.3 | 0 | 6 | 43 | 11
CCCCNC(=O)C1CCCN(S(=O)(=O)c2ccc(S(=O)(=O)NCC(C)C)cc2)C1 (stereo unspecified) | -4 | 16 | 3 | -2 | -4 | -0.3 | 4 | -14 | -12 | 18
CC(=O)Nc1nc(-c2ccc(Cl)cc2)nc(C)c1C(C)=O | 1 | 12 | -4 | -111 | -2 | 1.1 | -2 | -8 | 0 | 73
O=C(Nc1cnn(C23CC4CC(CC(C4)C2)C3)c1)c1cnn2c(C(F)(F)F)cc(-c3ccco3)nc12 | 3 | -3 | -13 | 23 | 4 | · | 0 | 23 | 11 | 16
Cc1cccc(/C=N/NC(=O)c2cc(C)nc3ccccc23)n1 | 4 | -2 | 19 | -7 | 1 | 0.4 | -3 | 0 | 0 | -5
COc1ccc(-c2ccc(CO)o2)cc1N | -8 | -15 | -37 | -82 | -8 | 0.3 | -13 | -44 | -4 | 6
O=C(Nc1ccc(OC(F)F)c(Cl)c1)Nc1ccc2c(c1)OCO2 | 4 | -14 | -3 | -26 | 13 | 3.5 | -25 | 9 | -4 | 20
COC(=O)c1ccccc1NC(=O)N1CCN(c2ccc(F)cc2)CC1 | 0 | 1 | -12 | 19 | 3 | -0.1 | -2 | -5 | -7 | 11
CNC(=S)Nc1ccc(Br)cc1 | -1 | 5 | -1 | -35 | 6 | 0.8 | 1 | -6 | 3 | 14
COc1ccc(CN(C)C(=O)c2ccc(NC(=O)CC3SC(N4CCCC4)=NC3=O)cc2)c(OC)c1 (stereo unspecified) | · | 7 | 5 | 8 | · | -0.2 | -3 | · | 2 | -6
COc1ccccc1NC(=O)c1cc([N+](=O)[O-])ccc1NCCN1C(=O)CCC1=O | 4 | 15 | -2 | 19 | 3 | -0.1 | 12 | -3 | -3 | 32
CC(C)(C)NC(=O)COc1ccc(CNc2ncn[nH]2)cc1 | 0 | -18 | -9 | -8 | -1 | -0.7 | -2 | 0 | -3 | 21
O=C(CCCOc1ccccc1)Nc1ccc(Br)cc1 | -4 | 20 | 3 | -12 | 0 | -0.8 | -1 | -1 | 0 | 6
O=[N+]([O-])c1ccc(/C=N/n2c(C3CCCCC3)n[nH]c2=S)cc1 | -4 | 19 | 6 | 28 | -2 | 0.3 | 13 | -33 | 0 | 26
Cc1ccc(C(=O)NNC(=S)NC(=O)c2ccc(Cl)cc2)cc1 | -2 | 15 | 6 | -4 | -4 | -0.4 | 12 | -54 | 100* | -127*
COc1ccc(/C=C/C(=O)c2ccccc2)cc1COc1ccccc1F | 2 | 20 | 2 | -37 | -8 | 0.8 | 6 | -18 | -3 | 11
CNC(=O)N(O)C1N(/N=C/c2cccnc2)C(=S)SC1(C)C (stereo unspecified) | 6 | 35 | -10 | -22 | 6 | 0.1 | 3 | 10 | -7 | -5
C/C(=N\OCC(=O)N/N=C/c1ccccc1O)c1cccs1 | 2 | 19 | -2 | -2 | -1 | -0.7 | -1 | -29 | 17 | -53
COCCNC(=O)/C(C#N)=C\c1ccc(CNS(=O)(=O)c2ccc(C)cc2)o1 | -7 | -3 | -8 | -10 | 3 | 0.3 | 1 | -33 | 2 | -13
COc1ccc(C(=O)COC(=O)CCn2nnc(-c3cccc(O)c3OC)n2)cc1 | 0 | 0 | 0 | -12 | -1 | 0.3 | 2 | -21 | -6 | 49
O=C(NNS(=O)(=O)c1ccc(Cl)cc1)c1cc(-c2ccccc2)n[nH]1 | -1 | -9 | 1 | 19 | -1 | -0.1 | -4 | -13 | -3 | -11
Cc1cccc(C(=O)NC2CCCc3ccccc32)c1 (stereo unspecified) | 0 | 31 | 1 | -2 | 2 | 0.5 | 0 | 11 | 11 | 7
Cc1cc(Cl)cc(C)c1OCCCCN1CCOCC1 | -1 | 0 | 7 | 5 | -1 | -0.1 | 0 | -2 | 0 | 10
Cc1ccc(S(=O)(=O)N(C)c2cc(S(N)(=O)=O)c(C)cc2C)cc1 | -3 | 17 | 5 | 14 | -3 | 0.1 | 1 | -12 | · | 12
COc1ccc(CCc2nnc(CCC(=O)N(C)Cc3ccncc3C)o2)cc1 | 0 | 6 | -1 | -27 | 2 | 0.8 | -1 | -1 | 9 | 15
COc1ccc(CC(=O)OCC(=O)N2CCCc3ccccc32)cc1 | · | 1 | -2 | -6 | · | -1.2 | -2 | · | 1 | 54
COc1cccc2cc(C(=O)C3=C(O)C(=O)N(CCN4CCOCC4)C3c3cccc(Cl)c3)oc12 (stereo unspecified) | -1 | -9 | 7 | -11 | -2 | 0.1 | -4 | -27 | 16 | 21
O=C(c1nc(-c2ccccc2)n(-c2ccccc2)n1)N1CCN(S(=O)(=O)c2ccccc2)CC1 | 7 | 28 | 0 | -5 | 3 | -1.0 | -7 | -29 | 7 | 12
Cc1c(C(=O)NCc2ccccc2)c(-c2ccccc2)nn1-c1ccccc1 | 0 | 10 | -8 | 7 | 0 | 0.1 | -1 | -13 | -7 | -7
CCCCN(C)CCNC(=O)c1cn(C)c(=O)c2c1c1ccccc1n2C | -2 | -8 | -5 | -44 | -7 | -27 | 1 | -25 | 2 | 2
O=C(Nc1cccs1)Nc1ccc(Br)cc1F | -4 | 60* | -3 | -185 | -2 | 1.5 | 36 | -28 | 8 | 20
O=C(COC(=O)c1cccc(O)c1)NC(=O)Cc1ccccc1 | 0 | -6 | 18 | 12 | 4 | -0.2 | -5 | -4 | -1 | 20
CCOCCCNS(=O)(=O)c1ccc(NC(=O)Cc2c(F)cccc2Cl)cc1 | -4 | -11 | -1 | 35 | 2 | -0.1 | -6 | -29 | -12 | 15
CCCCOC(=O)c1ccc(NC(=O)Nc2ccc(OC)c(OC)c2)cc1 | 0 | -2 | -8 | 22 | 2 | -0.6 | 8 | -2 | 2 | 16
O=C(Cc1ccc(Cl)cc1)Nc1ccc2oc(=O)ccc2c1 | 4 | 5 | 2 | -1 | 9 | 0.1 | 1 | 13 | -2 | -29
COc1ccccc1N1CC(C(=O)Nc2nnc(SCc3cccnc3)s2)CC1=O (stereo unspecified) | -7 | -1 | 3 | 12 | -5 | -0.3 | -3 | -14 | 1 | 12
COc1ccc(-c2nc(CS(=O)(=O)CC(=O)NCc3cccc(Br)c3)c(C)o2)cc1 | 3 | 2 | -2 | 28 | -6 | -0.1 | 2 | -12 | 8 | 22
Cc1sc2ncn(CC(=O)NCc3ccco3)c(=O)c2c1-c1ccc(F)cc1 | 1 | 11 | 0 | 5 | -5 | -0.2 | 3 | 2 | 10 | 26
Oc1ccccc1Cn1c(-c2ccccc2O)nc2ccccc21 | 6 | -17 | 1 | 18 | -1 | -0.7 | 2 | -15 | 15 | 13
Cc1ccc2cccc(SCC(=O)NCC#N)c2n1 | -2 | -9 | 13 | -12 | 6 | -0.2 | -8 | -4 | -1 | 16
Cc1ccc(CNC(=O)C23CN(Cc4ccccc4)CC2C(c2ccc([N+](=O)[O-])cc2)=NO3)cc1 (stereo unspecified) | 11 | 2 | 2 | 22 | -1 | -1.2 | -3 | 2 | 9 | 21

2 compounds from above, reduced to HSF1 activator, Platelet DG rel and IEC-6 cytotox:
SMILES,HSF1 activator,Platelet DG rel,IEC-6 cytotox
CC(C)(C)NC(=O)COc1ccc(CNc2ncn[nH]2)cc1,-18,-9,-1
NNC(=O)CN1CCCc2ccccc21,-35,3,-5

An unsorted share of the library; any-hit rate near 6%.
